Assay outcomes (PubChem)
GlmU inhibition – inhibition of mycobacterial GlmU enzyme – biochemical, glucosamine-1-phosphate acetyltransferase (AID 1376); inhibition, %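 (tested at 30 µM in the primary screen)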, or IC50 in µM where a hit was titrated; 220,000 tested, 0.25% active; M. tuberculosis GlmU acetyltransferase enzyme assay; higher % means a stronger effect; in the data active means inhibition above about 13%;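 further: 0% = complete reaction with vehicle and 100% = reaction without substrate; strong numbers were not always called active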
Mtb RmlCD inh – M. tuberculosis RmlC/RmlD coupled enzyme inhibitors, primary screen, biochemical, compound mixtures, 384-well, from 1536-well plates | dTDP-4-dehydrorhamnose reductase (Mycobacterium tuberculosis (strain ATCC 25618 / H37Rv)) … | RmlC+RmlD coupled enzyme assay, percent inhibition; primary screen in compound mixtures | inhibition, % at 3.6 µM | 160,000 tested, 0.03% active | AID 1533, 2009; in the data active means inhibition mostly above about 34%, no sharp cut-off; further: some results filed as inactive read as strong as hits
Target sequence (P9WH09 whole entry, looked up): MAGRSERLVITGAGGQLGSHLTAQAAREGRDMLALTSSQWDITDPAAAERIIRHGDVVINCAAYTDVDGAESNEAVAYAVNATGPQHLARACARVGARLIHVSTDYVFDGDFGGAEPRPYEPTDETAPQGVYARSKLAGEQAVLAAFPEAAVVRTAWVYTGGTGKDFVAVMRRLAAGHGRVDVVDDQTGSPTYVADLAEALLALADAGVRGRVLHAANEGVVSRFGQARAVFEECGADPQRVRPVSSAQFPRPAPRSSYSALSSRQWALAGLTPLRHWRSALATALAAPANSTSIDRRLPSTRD
Target sequence (P9WH11 whole entry, looked up): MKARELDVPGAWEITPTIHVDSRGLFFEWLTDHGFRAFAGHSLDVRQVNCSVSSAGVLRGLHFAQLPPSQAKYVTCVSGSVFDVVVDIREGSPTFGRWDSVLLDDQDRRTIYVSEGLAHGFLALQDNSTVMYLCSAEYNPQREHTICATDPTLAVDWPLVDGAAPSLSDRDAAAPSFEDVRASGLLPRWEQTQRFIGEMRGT
An asterisk follows results filed as active; . = not tested or not shown.

SMILES	GlmU inhibition	Mtb RmlCD inh
O=C(NC(=S)Nc1nc(-c2ccc(Br)cc2)cs1)c1ccco1	-5.1%	2
COc1ccccc1N1C(=O)C=C(Sc2nc(C)cc(C)n2)C1=O	1.9%	12
CCCCN1CC(O)=C(c2nc(-c3ccc(Br)cc3)cs2)C1=N	-4.5%	-41
Cn1ncc(Br)c1C(=O)O	0.2%	1
COC(=O)N=Nc1c(O)n(Cc2ccccc2)c2ccccc12	-2.0%	9
Cc1ccc(C)c(N2CCN(c3ncnc4c3cnn4-c3ccccc3)CC2)c1	-2.1%	19
CCN(CC)C(=O)CC(c1ccc2c(c1)OCO2)c1c(O)cc(OC)cc1OC (stereo unspecified)	4.1%	-14
Cc1cc(=O)oc(C)c1C(=O)NCCc1ccccc1	0.6%	.
Cn1c(=O)c2c(nc(N3CCOCC3)n2CC(=O)C23CC4CC(CC(C4)C2)C3)n(C)c1=O	3.4%	-3
S=c1[nH]nc2n1CCCN2	.	1
CN(C)C(=S)SSC(=S)N(C)C	89µM*	7
COc1ccc(C2SCC(=O)N2c2c(C)n(C)n(-c3ccccc3)c2=O)cc1OC (stereo unspecified)	1.9%	.
COCC(=O)Nc1nc2n(n1)C(c1ccc(OC)cc1)CC(c1ccc(OC)cc1)N2 (stereo unspecified)	1.0%	11
COc1ccc(CCn2c(N)c(C(=O)NCc3ccco3)c3nc4ccccc4nc32)cc1OC	0.5%	44
COc1c(Cl)cc(Cl)cc1CNc1ccc(S(N)(=O)=O)cc1	2.3%	.
COC(=O)COc1ccc(-c2ccc(F)cc2)cc1C=O	2.7%	3
CCOC(=O)N1CCC(NS(=O)(=O)c2ccc3c(c2)OCC(=O)N3)CC1	-3.1%	15
Cc1cc(C)cc(Nc2c3c(nc4ncnn24)CCC3)c1	-4.4%	-6
OCCN1CCN(c2nc3ccccc3nc2-c2ccccc2)CC1	3.8%	29
CC1CN(S(=O)(=O)c2ccc(Cl)c(C(F)(F)F)c2)CC(C)O1 (stereo unspecified)	5.2%	16
O=C(c1cccn2c(=O)c3cc4ccccc4cc3nc12)N1CCN(c2ccccc2)CC1	.	4
Cc1c(NS(=O)(=O)c2cccs2)c(=O)n(-c2ccccc2)n1C	-2.0%	.
O=S(=O)(Nc1ccc(Cl)cc1)c1ccc2c(c1)CCO2	-1.8%	-5
CCOC(=O)c1cc(C#N)c(Nc2ccc(C)cc2)nc1C(F)(F)F	0.4%	-9
CC(=NCc1cccnc1)c1c(O)n(-c2ccc(Cl)cc2)c(=O)[nH]c1=O	1.0%	7
COc1ccc(CCNS(=O)(=O)c2ccc3c(c2)oc(=O)n3C)cc1OC	-3.8%	3
NC(=O)C1(N2CCCCC2)CCN(C(=S)Nc2ccc(F)cc2)CC1	10%	-12
CCOC(=O)c1c(NC(=O)c2ccoc2C)sc2c1CCC2	-1.1%	61
COc1ccc2nc(-c3ccccc3)cc(OC)c2c1	-6.6%	.
Cc1cc(NC(=O)CCN2C(=O)c3ccccc3C2=O)no1	2.5%	-6

16 of the compounds above, bar-delimited:
smiles | GlmU inhibition | Mtb RmlCD inh
COc1ccc(C2SCC(=O)N2c2c(C)n(C)n(-c3ccccc3)c2=O)cc1OC (stereo unspecified) | 1.9% | .
COCC(=O)Nc1nc2n(n1)C(c1ccc(OC)cc1)CC(c1ccc(OC)cc1)N2 (stereo unspecified) | 1.0% | 11
COc1ccc(CCn2c(N)c(C(=O)NCc3ccco3)c3nc4ccccc4nc32)cc1OC | 0.5% | 44
COc1c(Cl)cc(Cl)cc1CNc1ccc(S(N)(=O)=O)cc1 | 2.3% | .
COC(=O)COc1ccc(-c2ccc(F)cc2)cc1C=O | 2.7% | 3
CCOC(=O)N1CCC(NS(=O)(=O)c2ccc3c(c2)OCC(=O)N3)CC1 | -3.1% | 15
Cc1cc(C)cc(Nc2c3c(nc4ncnn24)CCC3)c1 | -4.4% | -6
OCCN1CCN(c2nc3ccccc3nc2-c2ccccc2)CC1 | 3.8% | 29
CC1CN(S(=O)(=O)c2ccc(Cl)c(C(F)(F)F)c2)CC(C)O1 (stereo unspecified) | 5.2% | 16
O=C(c1cccn2c(=O)c3cc4ccccc4cc3nc12)N1CCN(c2ccccc2)CC1 | . | 4
Cc1c(NS(=O)(=O)c2cccs2)c(=O)n(-c2ccccc2)n1C | -2.0% | .
O=S(=O)(Nc1ccc(Cl)cc1)c1ccc2c(c1)CCO2 | -1.8% | -5
CCOC(=O)c1cc(C#N)c(Nc2ccc(C)cc2)nc1C(F)(F)F | 0.4% | -9
CC(=NCc1cccnc1)c1c(O)n(-c2ccc(Cl)cc2)c(=O)[nH]c1=O | 1.0% | 7
COc1ccc(CCNS(=O)(=O)c2ccc3c(c2)oc(=O)n3C)cc1OC | -3.8% | 3
NC(=O)C1(N2CCCCC2)CCN(C(=S)Nc2ccc(F)cc2)CC1 | 10% | -12

Next results:
SMILES	GlmU inhibition	Mtb RmlCD inh
O=C(COc1nsnc1N1CCOCC1)Nc1ccc(Cl)cc1	-3.4%	10
CC(C)On1c(SCC(=O)N(C)C)nc2ccccc2c1=O	3.6%	11
O=C(Nc1ccccn1)c1ccc(Br)c(S(=O)(=O)N2CCCCC2)c1	0.0%	2
CS(=O)(=O)Nc1ccc([N+](=O)[O-])cc1Oc1ccccc1	1.4%	.
Cc1ccc(NC(=O)C[n+]2cc(-c3ccccc3)n3c2CCC3)cc1	1.1%	-14
O=C(O)COc1ccccc1/C=N/NC(=O)c1cccc(S(=O)(=O)Nc2cccc(Cl)c2)c1	0.9%	-20
O=S(=O)(c1ccc(Cl)nc1)N(Cc1ccccc1)Cc1ccccc1	-1.6%	8
O=C(/C=C/c1ccco1)Nc1cccc(-c2nc3ccccc3[nH]2)c1	.	8
Fc1cc(Cl)c(OCc2noc(-c3ccsc3)n2)c(Cl)c1	-4.5%	-9
CN(C)CCNC(=S)Nc1ccc(Br)cc1	-3.9%	-5
Cc1ccc(C)c(-n2c(-c3cccnc3)n[nH]c2=S)c1	-5.8%	-7
O=C(CCN1C(=O)/C(=C/c2ccccc2Cl)SC1=S)NNC(=O)c1cccnc1	-3.8%	11
CC(Sc1nc2cc(Cl)ccc2s1)C(=O)Nc1cccc(S(=O)(=O)N2CCOCC2)c1 (stereo unspecified)	2.4%	-2
Cc1ccc(C2(O)C(=O)c3ccccc3C2=O)c(O)c1C	-1.3%	.
Cc1c(CCC(=O)O)c(=O)oc2cc(O)ccc12	8.3%	-3
CCc1c(C)nc(SCC(=O)N2CCCCC2C)[nH]c1=O (stereo unspecified)	0.4%	.
O=C(CC1Nc2ccccc2NC1=O)NC1CCCCC1 (stereo unspecified)	.	10
CC(Oc1ccccc1)C(=O)Nc1cccc(-c2nc3ccccc3[nH]2)c1 (stereo unspecified)	3.5%	6
CCN(CC)CCN1C(=O)C(O)=C(C(C)=O)C1c1ccccc1[N+](=O)[O-] (stereo unspecified)	-1.5%	.
FC(F)(F)c1ccccc1-n1c(CN2CCCCC2)n[nH]c1=S	1.9%	.
CCCN1C(=O)N(c2cccc(C)c2)C(C)(O)CC1(C)C (stereo unspecified)	8.3%	43
COc1ccc(NC(=O)CC(c2ccccc2)c2ccco2)cc1 (stereo unspecified)	-3.9%	-9
C#CCn1cc(/C=N/NC(=O)COc2cccc3cccnc23)c2ccccc21	8.0%	-10
COc1ccc(NC(=O)CSc2nc(C)cs2)c(OC)c1	2.9%	29
Cn1c(=O)c2c(nc(NC3CCCCC3)n2CC(=O)C23CC4CC(CC(C4)C2)C3)n(C)c1=O	-7.7%	4
O=C(CN1CCSC1=NCc1ccccc1)c1ccc(Cl)c(Cl)c1	-1.5%	5
Cc1ccc(NC(=O)C(OC(=O)c2ccc(F)cc2)c2ccccc2)cc1Cl (stereo unspecified)	-3.0%	1
CCOC(=O)C(=NC(C)(C)C)NNc1cc(Cl)ccc1Cl	-4.3%	.
CC(O)c1nc2ccccc2n1CCCOc1ccccc1 (stereo unspecified)	6.1%	-8
Cc1ccc(Cn2c(=O)oc3ccccc32)cc1	3.6%	5
COC(=O)C1CCN(Cc2ccc(C)cc2)CC1	-1.4%	20
O=C(N/N=C/c1cccc([N+](=O)[O-])c1)C1CC1c1ccccc1 (stereo unspecified)	0.9%	-6
Cc1ccc(-n2c(C)cc(=O)cc2C)c(C)c1	6.1%	-3
COc1cc2c(cc1NC(=O)COC(=O)CNS(=O)(=O)c1ccc(C)cc1)oc1ccccc12	-1.7%	-5
Cc1ccc(C(=O)OCC(=O)c2ccc(Cl)s2)s1	-3.1%	.
O=C(/C=C/c1ccc(O)c(O)c1)c1ccccc1O	-1.9%	1
COc1ccc(NC(=O)c2cccc(S(=O)(=O)N3CCOCC3)c2)cn1	-1.9%	9
Cc1c(NC(=S)Nc2ccccc2C(F)(F)F)cccc1[N+](=O)[O-]	0.0%	16
Cc1ccc(Cl)cc1N1CCN(Cc2nc3ccsc3c(=O)[nH]2)CC1	-3.5%	6
Fc1ccc(-c2csc(N3CCSCC3)n2)cc1	-4.7%	1
CCC1(CC)Cc2ccccc2C(=C(C#N)C#N)N1	5.1%	13
Clc1ccc2c(NCc3ccco3)ncnc2c1	0.0%	3
Cc1nn(CCO)c2c1C(=O)CCC2	4.0%	.
CCn1c(=N)c(S(=O)(=O)c2ccccc2)cc2c(=O)n3ccccc3nc21	-4.7%	-2
CN1C(=O)C(=Cc2ccc(N3CCCCCC3)cc2)C(=O)N(C)C1=O	-2.0%	-2
Cc1cccc(OCC(=O)Nc2ccc(C(=O)NCc3cccnc3)cc2)c1	.	0
COc1ccc(OC)c(NC(=O)COC(=O)c2c3c(nc4ccccc24)CCCC3)c1	0.3%	.
O=C(c1ccc2c(c1)OCCO2)C1CCN(C(=O)c2ccc(F)cc2)CC1	-2.2%	-3
O=C(NCCSCc1ccco1)Nc1cc(Cl)cc(Cl)c1	5.3%	-6
COc1ccc(S(=O)(=O)n2ccc(C(C)Oc3ccc(-c4ccccc4)c(F)c3)n2)cc1 (stereo unspecified)	2.4%	98
CNC(=O)c1ccc(-c2nc(-c3ccccc3)cs2)cc1	-5.6%	4
Cc1c(NS(=O)(=O)c2cc(NC(=O)CCN3CCCC(C)C3)ccc2Cl)c(=O)n(-c2ccccc2)n1C (stereo unspecified)	7.4%	-10
C(=N\Nc1ncnc2sc3c(c12)CCC3)/c1ccncc1	2.4%	33
Cc1cc(NC(=O)Nc2ccc(F)c(Cl)c2)no1	5.5%	.
COc1ccccc1-n1nnnc1SCc1ccccc1	-3.3%	-5
Cc1ccc(N2Cc3ccccc3OC(C)C2=O)cc1 (stereo unspecified)	-5.0%	5
Oc1ccc(-c2n[nH]c(=S)n2-c2ccc3c(c2)OCCO3)cc1	0.2%	.
CCCCNC(=S)N(C)/N=C/c1c(C)[nH]c2ccccc12	3.7%	10
CCOC(=O)N1CCN(S(=O)(=O)c2ccc(C(=O)NNc3nc4ccc(Cl)cc4s3)cc2)CC1	-0.5%	.
COC(=O)N/N=C/c1cn(Cc2ccc(Cl)cc2Cl)c2ccccc12	2.0%	-12

More compounds follow:
SMILES	GlmU inhibition	Mtb RmlCD inh
CC(C)(C)[C@]1(O)CCN2C[C@H]3c4ccccc4CCc4cccc(c43)[C@@H]2C1	-2.9%	.
COC(=O)Cn1c2ccc(OC)cc2c2nc(C)sc21	2.9%	.
COCC(=O)NCc1ccc2c(c1)cc(C)n2C	2.5%	.
c1ccc(C2=Nn3c(nnc3-c3cc(-c4ccccc4)n[nH]3)SC2)cc1	-0.1%	-11
COc1cccc(C(=O)Nc2cc(S(=O)(=O)N3CCCCC3)ccc2OC)c1	4.3%	-10
Cc1ccc(OC(C)C(=O)O)cc1C (stereo unspecified)	-0.9%	.
Cc1cccc(NC(=O)N(Cc2cc3cc(C)ccc3[nH]c2=O)CC2COCCO2)c1 (stereo unspecified)	1.0%	-6
CN(C)/C=C/C(=O)c1cnc2sccn2c1=O	-0.5%	-14
O=C(NCCCn1ccnc1)c1ccc2c(c1)OCCO2	3.7%	-1
CC1CCN(S(=O)(=O)c2ccc(C(=O)Nc3ccccc3-c3nc4ccccc4[nH]3)cc2)CC1	-0.3%	.
O=C1N=C(N2CCOCC2)CS1	-1.8%	.
COc1ccc(C(=O)N2CCSC2=S)cc1OC	1.8%	2
CSc1nsc(SCC(=O)Nc2ccc(C(C)=O)cc2)n1	5.2%	.
O=C(CSc1nc(-c2ccco2)cc(C(F)(F)F)n1)NCCCN1CCOCC1	0.2%	-4
Cc1ccccc1CSCCNC(=O)c1ccc(Cl)c(S(=O)(=O)N2CCOCC2)c1	-4.4%	.
CCC(C)Oc1nc2c(c(=O)n(C)c(=O)n2C)n1C (stereo unspecified)	.	10
O=C(CNS(=O)(=O)c1cccs1)Nc1ccc2c(c1)OCCO2	-0.8%	5
O=C(c1cnn(C(=O)c2cccc(S(=O)(=O)N3CCOCC3)c2)c1)c1cc(Cl)cc(Cl)c1O	1.1%	7
O=S(=O)(c1ccc2c(c1)OCCO2)N1CCN(c2ncnc3sccc23)CC1	-4.5%	13
CC(Oc1ccccc1)C(=O)Nc1ccc(S(=O)(=O)N2CCOCC2)cc1 (stereo unspecified)	3.2%	.
Cc1nn(-c2ccc(C(=O)O)cc2)c(C)c1Oc1ccccc1O	-0.8%	12
Cc1ccc2cc(CN(CCN3CCCC3)C(=O)Nc3ccc(F)cc3)c(=O)[nH]c2c1C	-1.0%	.
Cc1ccc(S(=O)(=O)CCC(=O)O)cc1C	2.9%	.
Cn1c(N)c(C(=O)COC(=O)CCc2nc3ccccc3s2)c(=O)n(C)c1=O	5.5%	-11
O=C(NC1CCCC1)c1cnn2c(C(F)(F)F)cc(-c3ccco3)nc12	1.5%	11
O=C(CCN1C(=O)/C(=C/c2ccccc2Cl)SC1=S)NC1=NCCS1	1.1%	10
O=c1c2ccccc2c(-c2ccc(O)cc2)nn1-c1cccc(C(F)(F)F)c1	2.1%	-26
Cc1nc(NCCc2ccc(F)cc2)c(C#N)c(C)c1[N+](=O)[O-]	1.9%	6
Cc1nc(SCC(=O)Nc2cccc(Cl)c2)n[nH]1	3.1%	2

This is a subset. The share of hits here may be higher or lower than overall.
